CBFb-RUNX1 inh: CBF-beta/RUNX1 interaction disruption. Q01196+Q13951. AlphaScreen CBFb-His/RUNX1-biotin binding, biochemical. Potency, µM (series often up to 59.8 µM), inactives show top-dose activity, negative = inhibition, actives largely listed as inhibitors. 230,000 tested, under 10 active; further: % of control where 0% means no effect
Target sequence (Q01196 whole entry, looked up): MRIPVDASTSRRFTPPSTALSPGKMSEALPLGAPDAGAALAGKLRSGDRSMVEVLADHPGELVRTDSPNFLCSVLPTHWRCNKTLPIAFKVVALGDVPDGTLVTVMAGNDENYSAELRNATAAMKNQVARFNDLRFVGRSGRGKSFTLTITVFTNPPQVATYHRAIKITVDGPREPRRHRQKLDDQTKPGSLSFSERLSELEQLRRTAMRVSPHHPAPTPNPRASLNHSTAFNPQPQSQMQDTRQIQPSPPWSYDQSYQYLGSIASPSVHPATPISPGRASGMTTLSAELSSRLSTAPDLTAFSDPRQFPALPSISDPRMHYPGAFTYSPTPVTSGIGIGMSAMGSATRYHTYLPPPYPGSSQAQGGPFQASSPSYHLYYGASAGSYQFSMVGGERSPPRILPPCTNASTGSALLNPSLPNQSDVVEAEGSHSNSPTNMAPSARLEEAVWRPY
Target sequence (Q13951 whole entry, looked up): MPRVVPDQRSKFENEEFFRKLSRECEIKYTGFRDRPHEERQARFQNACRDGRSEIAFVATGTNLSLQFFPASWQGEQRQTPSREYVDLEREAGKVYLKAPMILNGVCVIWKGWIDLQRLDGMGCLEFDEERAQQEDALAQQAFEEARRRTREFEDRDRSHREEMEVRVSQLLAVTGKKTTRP
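Inhibition was taken as any reduction in AlphaScreen signal from the CBF-beta–RUNX1 pair (His and biotin tags, 30 nM each), measured after compound (15 min) and bead (90 min) incubations at room temperature.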
IMPase Li cell: membrane-permeable IMPase blocker, potentiated with lithium; CHO-M1 cells, IP1 TR-FRET (IP-One), carbachol + lithium; Potency, µM (titrated, usually from 59.4 µM), inactives show at the highest dose activity, negative = IMPase inhibition, most hits filed as inhibitors; hit rate 0.35% among 210,000;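 further: IP1 builds up when IMPase is blocked and the TR-FRET signal falls; potency means the concentration at half of the fitted maximal effect; plate controls were basal vehicle for no effect and high inhibitor control for full effect; nearly all actives have a fitted effect of over 50% in size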
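CHO cells stably expressing M1 receptor (2000/well, cultured 16–30 h) treated 30 min at 37C with compound plus low lithium. Cytosolic IP1 by TR-FRET (665/620 ratio and 620 channel) after 10 min lysis; AC50 by Hill fit.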
LMNA splice mod: modulators of lamin A splicing; HeLa LMNA splicing GFP/RFP minigene ratio, 48 h; Potency, µM (doses to about 46.1 µM), for the others: top-dose ratio change, negative = inhibition, usual class: inhibitors; hit rate 0.01% among 200,000; AID 1487; active means well fitted inhibition curve with a large enough effect in the signal ratio, with a control signal flat, not every such curve was filed as active; inconclusive means small, poorly fitted or top-dose-only effect, or effect the other way, or a change in a side signal; the % refers to the signal ratio; further: potency means the concentration at half of the fitted maximal effect; on the % scale 0 is the no-effect control and ±100 the full control effect
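S3 HeLa stable clones carrying a lamin A-EGFP splicing minigene plus DsRed2 were seeded at 600 cells/well in Opti-MEM with 2% FBS, pin-dosed and incubated 48 h at 37°C. Acumen cytometry (488 nm) gave the GFP/RFP total-intensity ratio.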
KinaseGlo FLuc: counter-screen: inhibitors of Kinase-Glo firefly luciferase; Q27757; hit rate 0.28% among 200,000; Kinase-Glo luciferase, ATP luminescence, 8 min; Potency, µM (titrated, usually from 38.3 µM), inactives show at the highest dose activity change, negative = inhibition, most hits filed as inhibitors; further: potency means the concentration at half of the fitted maximal effect; on the % scale 0 is the no-effect control and ±100 the full control effect; nearly all actives have a fitted effect of over 60% in size
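Compounds were added to a substrate mix at pH 7.2 (50 mM imidazole, 10 uM ATP, within the enzyme's linear range), followed by Kinase-Glo detection reagent; luminescence was measured after 8 minutes at ambient temperature.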
aGal spleen mod: alpha-galactosidase A (human) modulation. P06280. human spleen homogenate, 4MU-alpha-Gal fluorescence, 40 min. Potency, µM (top dose mostly 80 µM), without a hit: at the highest dose activity change, negative = inhibition, usual class: inhibitors. hit rate 0.008% among 240,000. AID 2107;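 further: potency means the concentration at half of the fitted maximal effect; 0% = enzyme with vehicle and -100% = no enzyme basal signal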
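Fluorogenic readout (Ex 365/Em 440 nm) of 4-methylumbelliferone released from 1 mM 4-MU-alpha-galactoside by spleen homogenate, 40 min at 37C, pH 5.0. Data normalized to no-enzyme and enzyme controls; Hill-equation AC50 from compound titrations.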
NPSR antagonist: antagonists of human neuropeptide S receptor cAMP signaling; CHO-NPSR cells, cAMP TR-FRET, antagonist mode; Potency, µM (titrated, usually from 38.3 µM), without a hit: at the highest dose activity change, negative = inhibition, hits mostly inhibitors; hit rate 1% among 220,000; Q6W5P4; further: potency means the concentration at half of the fitted maximal effect; on the % scale 0 is the no-effect control and ±100 the full control effect; nearly all actives have a fitted effect of over 50% in size; many of its hits are not listed in these tables
Target sequence (Q6W5P4 whole entry, looked up): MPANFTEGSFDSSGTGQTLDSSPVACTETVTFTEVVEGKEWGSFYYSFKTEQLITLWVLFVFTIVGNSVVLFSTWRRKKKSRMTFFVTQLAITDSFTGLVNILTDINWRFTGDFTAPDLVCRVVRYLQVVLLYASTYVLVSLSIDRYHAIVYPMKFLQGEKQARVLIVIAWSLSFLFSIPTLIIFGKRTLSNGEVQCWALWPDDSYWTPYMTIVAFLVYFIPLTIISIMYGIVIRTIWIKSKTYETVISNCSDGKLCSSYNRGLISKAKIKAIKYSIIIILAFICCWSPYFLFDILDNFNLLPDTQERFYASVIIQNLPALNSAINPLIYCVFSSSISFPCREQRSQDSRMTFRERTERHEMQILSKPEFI
Epigenetic reg: regulators of epigenetic silencing causing reporter derepression in mouse cells; murine LDR cells, GFP reporter derepression, 30 h; Potency, µM (titrated, usually from 53.9 µM), inactives show at the top dose GFP activation, most hits filed as activators; hit rate 0.2% among 280,000; further: potency means the concentration at half of the fitted maximal effect; % of control where 0% means no effect; nearly all actives have a fitted effect of over 60% in size
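Murine LDR cells bearing a silenced CMV-driven GFP reporter were exposed to compound for 30 h at 37 C. After PBS washes, GFP-positive cells (20-120 um objects) counted by laser-scanning microplate cytometry.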
* = called active by the depositor; ? = inconclusive; / = no result given; & = joins results of further samples; [ ] = remark or other dose. Unless noted, the call rests on the fitted dose curve; in most records, active means well fitted curve in the direction sought with a large enough effect; inconclusive means small, poorly fitted or top-dose-only effect, or another doubt; inactive means no such curve, though single readings can be large; an effect the other way counts as inactive or inconclusive.

Value order: CBFb-RUNX1 inh | IMPase Li cell | LMNA splice mod | KinaseGlo FLuc | aGal spleen mod | NPSR antagonist | Epigenetic reg
- CCn1c(C)c(C(C)=O)c(N2CCCC2)nc1=S
    5% | / | 5% | / | 12% | 8%[46.1 µM] | -5.1%
- CC1=C(C(=O)N2CCN(c3cc(C)ccc3C)CC2)C2(CCC(C)CC2)OC1=O (configuration not stated)
    7%[2.36 µM] | 2% | 4% | 1% | 3% | -11% | 2.2%&-0.5%
- Cc1cc(=O)oc2cc(OCc3cc4c(cc3Cl)OCO4)ccc12
    2% | ? | 9% | -6% | 3% | -10%[46.1 µM] | -1.0%
- O=c1oc(/C=C/c2ccco2)nc2sc3c(c12)CCC3
    -3% | -10%[38.3 µM] | 15% | -4% | -5% | 1%[46.1 µM] | -1.2%
- O=C(NCc1cccnc1)c1c(O)c2cccc3c2n(c1=O)CCC3
    -1% | 8% | ? | -1% | 4% | -35% | -1.1%
- CCNC(=O)COc1cccc(C(=O)NCc2ccccc2)c1
    5% | 0% | 9% | 0% | -6% | 11% | -1.3%
- CC1(C)CC(=O)C(C=NC2CCCCC2)=C(O)C1
    6% | -4%[38.3 µM] | -4% | -3% | -6% | -2%[46.1 µM] | -0.7%
- Nc1ccc(Nc2ccccc2)c(Cl)c1
    -21% | -4%[38.3 µM] | 7% | -5% | -3% | -20%[46.1 µM] | -1.1%
- COCc1cc(C)nc2sc3c(=O)n(Cc4ccco4)nnc3c12
    -3% | 8%[38.3 µM] | 1% | 2% | -1% | -2%[46.1 µM] | -5.6%
- Cc1ccc(CN2CC(C(=O)Nc3ccc4c(C)cc(=O)oc4c3)CC2=O)cc1 (configuration not stated)
    -2% | -5%[38.3 µM] | -11% | -4% | 4% | -18%[46.1 µM] | -2.9%
- CC1(C)C2CCC(C2)C1C/C=N/NC(N)=S (configuration not stated)
    -2% | / | / | / | -5% | ? | ?
- COC(=O)CSc1nnc(-c2ccc(OC)cc2OC)o1
    7% | 4% | -7% | -5% | 0% | -7%[46.1 µM] | 0.1%
- Cn1c(-c2ccc3c(c2)OCO3)cnc1N
    -4% | 6% | -13% | -4% | 0% | -11%[46.1 µM] | -3.4%
- Cc1cccc(-n2nnnc2SCC(=O)c2cc(C)n(Cc3ccco3)c2C)c1
    -15% | 3%[38.3 µM] | ? | 13% | 1% | -23%[46.1 µM] | 0.0%
- O=C(Nc1cnc2sc3c(n2c1=O)CCCC3)c1ccc(F)cc1
    5% | 0%[38.3 µM] | ? | -7% | -5% | -23%[46.1 µM] | -2.6%
- CN(C)CCCNC(=S)Nc1ccc(-c2ccccc2)cc1
    9% | / | / | / | 7% | 16% | 0.0%
- Cc1[nH]c2ccccc2c1/C=N/Nc1nc(N2CCCCC2)nc(N2CCCCC2)n1
    13% | 5% | -7% | -2% | -6% | -21% | 3.0%
- CCN(CC)C(=O)c1cc2c(=O)c3cc(F)ccc3oc2nc1C
    -3% | 2% | -1%[46 µM] | 0% | -5% | 5% | -0.7%[10.1 µM]
- O=[N+]([O-])C1=CC=C2C(=NC3(CCCCC3)N2O)C1=NCCO
    -13% | 41%[activator][38.3 µM] | 8% | ? | -2% | -26%[46.1 µM] | -1.9%
- COC(=O)c1[nH]c(C)c(/C(O)=C2\C(=O)C(=O)N(CCN(C)C)C2c2ccccc2OC)c1C (configuration not stated)
    5% | 15%[38.3 µM] | ? | 4% | -4% | -7%[46.1 µM] | -3.2%
- Cc1cc2ncn(-c3ncnc4sc(C)c(C)c34)c2cc1C
    4% | -18%[38.3 µM] | 1% | 1% | -1% | -21%[46.1 µM] | 2.0%
- CCOC(=O)Cn1cc(-c2ccccc2)nn1
    6% | -2%[38.3 µM] | 7% | -4% | -2% | -5%[46.1 µM] | -1.2%
- CCc1ccc(NC(=S)N(Cc2cccnc2)Cc2ccco2)cc1
    -3% | 2% | 9%[9.22 µM] | -3% | 2% | -16% | 4.8%
- Cc1cccc(-n2nc3c(c2NC(=O)c2ccc(Br)o2)CSC3)c1
    -6% | 23%[38.3 µM] | 2% | -2% | 2% | -15%[46.1 µM] | 0.1%
- Cc1ccc(OCC(=O)Nc2nnc(C3CCCO3)s2)c(Br)c1 (configuration not stated)
    6% | -1% | / | 0% | ? | -7% | 3.9%
- CC#CCCCC(=O)Nc1ccc(C(=O)O)cc1
    -1% | -5%[38.3 µM] | 3% | -4% | 3% | -2%[46.1 µM] | 0.0%
- O=C1CC(N2CCN(c3ccc(C(=O)c4ccc(F)cc4)cc3)CC2)C(=O)N1 (configuration not stated)
    4% | 24%[38.3 µM] | -10% | 0% | 9% | -17%[46.1 µM] | 4.8%
- O=S(=O)(N1CCCCC1)n1nnc2ccccc21
    8% | 4% | -7% | -3% | 5% | -7%[46.1 µM] | 0.9%
- Cc1ccc(S(=O)(=O)Nc2nc3ccccc3nc2NCC2CCCO2)cc1 (configuration not stated)
    10% | / | / | / | 8% | -25% | -1.0%
- CCCCc1ccc(NC(=O)c2ccc(N(C)S(C)(=O)=O)cc2)cc1
    9% | / | / | / | 6% | 9% | 1.0%
- CCC(CC)C(=O)Nc1cccc(C(=O)Nc2ccc(S(=O)(=O)Nc3ccc(C)cc3)cc2)c1
    0% | 12%[38.3 µM] | ? | -1% | -7% | -29%[46.1 µM] | -0.3%
- Cn1c(=O)c2ncn(CC(=O)NCCC3=CCCCC3)c2n(C)c1=O
    -6% | 12% | -7% | 6% | -15% | 19%[46.1 µM] | -0.8%
- Cc1nc2nc(SCC(=O)N3CCOCC3)nn2c(C)c1Cc1ccccc1
    2% | 1%[38.3 µM] | -2% | 1% | 8% | -14%[46.1 µM] | -1.0%
- CCOC(=O)c1cnc(SCC(=O)N2CCC(C(N)=O)CC2)nc1N
    2% | -3% | 9%[46 µM] | 0% | -1% | -18% | -1.1%
- O=C(O)c1ccc(N[C@@H]2OC[C@@H](O)[C@@H](O)[C@@H]2O)cc1
    -9% | 10% | / | -2% | -1% | / | 0.0%
- Cc1c(Cl)cccc1NC(=O)COc1ccc(S(=O)(=O)N2CCOCC2)cc1
    3% | 22%[38.3 µM] | -1% | -2% | -1% | -2%[46.1 µM] | 0.9%
- O=C(NCC1(N2CCOCC2)CCCCC1)c1ccc(Cl)c(S(=O)(=O)NCc2ccco2)c1
    -6% | 1%[38.3 µM] | 1% | -2% | 2% | 3%[46.1 µM] | 0.7%
- COc1cc(/C=C(\C#N)c2nc3ccccc3o2)ccc1O
    -2% | / | / | / | 1% | -44% | 2.2µM*
- COC(=O)C1C(=O)c2c([nH]c(C(=O)OC3CCCC3)c2C)CC1C (configuration not stated)
    -1% | -7%[38.3 µM] | 5% | 13% | -2% | -27%[46.1 µM] | 0.2%
- O=C(N/N=C/C(Br)=C/c1ccccc1)C(O)c1ccccc1 (configuration not stated)
    1% | / | / | / | 0% | 0% | 1.0%
- COc1ccc(CN2CCC(C(=O)N3CCCC(C)C3)CC2)cc1OC (configuration not stated)
    2% | 6% | ? | 2% | -2% | 8% | 0.0%
- N#CC(C#N)=C1NC2(CCCC2)Cc2ccccc21
    6% | 5% | -11% | 0% | -4% | 8% | -1.1%
- Cn1c(=O)oc2cc(S(=O)(=O)N3CCCC(C(=O)NCc4cccs4)C3)ccc21 (configuration not stated)
    0% | 3%[38.3 µM] | -8% | 3% | 4% | ? | 0.8%
- CCOC(=O)C1=NN(c2ccc(C)cc2)C2(S1)SC(C(C)=O)=C(C)N2c1ccccc1 (configuration not stated)
    0% | 4%[38.3 µM] | 4%[0.0737 µM] | 1% | 5% | ? | -0.9%
- CCOC(=O)c1sc(C)nc1C1CCN(C(=O)OCC)CC1
    3% | -2%[38.3 µM] | 15% | -2% | 6% | -5%[46.1 µM] | 1.3%
- COc1ccc([N+](=O)[O-])cc1-n1cccc1
    -7% | 8% | 7% | 1% | 4% | 12% | 0.0%
- COc1cc(C2=NOC(C(=O)NCc3cccs3)C2)cc(OC)c1OC (configuration not stated)
    -8% | 29%[38.3 µM] | -12% | 1% | 19% | 32%[46.1 µM] | 0.5%
- COc1cc(-c2nc3cnccc3n2C)cc(OC)c1OC
    3% | -8%[38.3 µM] | -5% | 0% | 0% | 6%[46.1 µM] | 1.0%
- COC(=O)c1ccccc1-c1ccc(/C=N/NC(N)=O)o1
    6% | / | / | / | 0% | 4% | -1.1%
- O=C(NCc1ccc2c(c1)OCO2)c1cccc(N2CCCC2=O)c1
    -5% | -1%[38.3 µM] | 2% | 1% | -14% | -13%[46.1 µM] | -3.0%
- CC(=O)OC(COc1ccc(F)cc1)Cn1cnc2ccccc21 (configuration not stated)
    -2% | -6% | -5%[1.84 µM] | 1% | 1% | -7% | -1.3%
- COc1ccc(S(=O)(=O)N(CC(=O)N2CCOCC2)c2cc(Cl)ccc2OC)cc1OC
    -5% | -6%[38.3 µM] | 5% | -6% | -3% | -8%[46.1 µM] | 1.0%
- O=C(Nc1ccc2c(c1)OCO2)c1c(Cl)nc2sccn12
    5% | -14%[38.3 µM] | 6% | -6% | 4% | -19%[46.1 µM] | -0.1%
- C=CCOc1cccc(C2/C(=C(\O)c3ccc(F)cc3)C(=O)C(=O)N2CCN(C)C)c1 (configuration not stated)
    5% | 19%[38.3 µM] | 7% | -3% | -3% | 8%[46.1 µM] | -1.1%

High-throughput results: PubChem BioAssay, National Center for Advancing Translational Sciences (NCATS)

Not all compounds are listed; rates above refer to the full screens.
